Assay outcomes: PubChem BioAssay, NCI
Growth percent in the NCI-60 one-dose screen (48 h, 10 µM unless noted): 100 = growth as untreated, 0 = no growth, -100 = all killed.
PC-3 = PC-3 prostate cancer cells | 80,000 compounds, 3.9% hits | AID 1794754
HCC-2998 = HCC-2998 colon cancer. AID 1794799. 79,000 compounds, 4.7% hits
DU-145 = DU-145 prostate cancer; 81,000 compounds, 4.2% hits; AID 1794760
KM12 = KM12 colon cancer cells; 82,000 compounds, 5% hits
HT29 = HT29 colon cancer | 81,000 compounds, 7.4% hits | AID 1794748
SNB-19 = SNB-19 CNS cancer cells. 81,000 compounds, 2.5% hits
SF-539 = SF-539 CNS cancer | 81,000 compounds, 6.8% hits | AID 1794752
SNB-75 = SNB-75 CNS cancer. 79,000 compounds, 5% hits. AID 1794750
SW-620 = SW-620 colon cancer. 82,000 compounds, 5.2% hits. AID 1794795
An asterisk follows results filed as active; nt = not tested or not shown; & = joins results of further samples. The calls were made as follows: active = growth percent below 10; inactive = the rest.

SMILES | PC-3 | HCC-2998 | DU-145 | KM12 | HT29 | SNB-19 | SF-539 | SNB-75 | SW-620
CSC1=NC(c2cccc([N+](=O)[O-])c2)C(C(C)=O)=C(C)N1 (centres undefined) | 101 | 106 | 106 | 100 | 110 | 99 | 97 | 87 | 103
NC(N)=Nc1ccc(Oc2cccc(Oc3ccc(Cl)c(C(F)(F)F)c3)c2)cn1 | -94* | -81* | -92* | -90* | -68* | -84* | -80* | 73 | -77*
Clc1cc(Cl)cc(N2N=C(c3cccc(Nc4ccncc4)c3)CC2c2ccc3c(c2)OCO3)c1 (centres undefined) | 29 | -41* | 29 | -52* | 0.2* | 82 | 83 | 67 | -84*
COc1ccc(C(=N)c2ccc(N(C)C)cc2)cc1 | 78 | 87 | 94 | 44 | 80 | 75 | 83 | 83 | 70
CCOC(=O)c1sc(NCC(=O)Nc2cccc(Cl)c2)c(C(=O)OCC)c1C | 95 | 112 | 100 | 105 | 98 | 97 | 102 | 93 | 100
COc1cc(-c2c(C#N)nnn2-c2cc(OC)c(OC)c(OC)c2)cc(OC)c1OC | 98 | 104 | 109 | 103 | 101 | 103 | 90 | 79 | 108
CC(=O)CCNC1CCCCC1 | 99 | 100 | 104 | 98 | 101 | 105 | 102 | 97 | 105
O=C1CSC(c2cc3ccccc3[nH]c2=O)N1Cc1ccccc1 (centres undefined) | 100 | 112 | 116 | 113 | 99 | 100 | 117 | 100 | 113
COc1ccccc1/C=C1\Oc2ccc(O)c(O)c2C1=O | 99 | 97 | 98 | 100 | 105 | 86 | 92 | 83 | 105
N=C(N)c1ccc(N=NNc2ccc(C(=N)N)cc2)cc1 (tested in a mixture with another compound) | 91 | 112 | 91 | 105 | 99 | 112 | 104 | 133 | 97
O=C(O)C#Cc1ccc(Cl)cc1 | 92 | 108 | 109 | 104 | 98 | 100 | 102 | 86 | 97
CCCOC(=O)C1CCCCC1C(=O)OCCC (centres undefined) | 101 | 103 | 115 | 99 | 113 | 96 | 105 | 107 | 103
O=C1CC(c2nc3ccccc3[nH]2)CN1c1ccccc1 (centres undefined) | 86 | 97 | 106 | 102 | 97 | 107 | nt | 103 | 99
CC1=C2[C@@H](CC1)[C@]1(C)O[C@@](C(C)C)(C[C@H]1O)[C@H]2OC(=O)CCCc1ccccc1 | 28 | 85 | 65 | 52 | 67 | 95 | 97 | 100 | 88
O=C1c2ccccc2NC(n2sc3ccccc3c2=O)N1c1ccccc1 (centres undefined) | 93 | 103 | 107 | 93 | 91 | 101 | 95 | 94 | 104
COc1ccc(C2=NN(C(C)=O)C(c3ccc(Oc4ccc(Br)cc4)cc3)C2)cc1OC (centres undefined) | 93 | 97 | 104 | 100 | 91 | 93 | 93 | 88 | 101
O=C1CCC2(c3ccccc3)N1CCc1cncn12 (centres undefined) | 102 | 105 | 106 | 111 | 101 | 100 | 108 | 99 | 100
CCCSc1nnc(-c2c(C)nc3ccc(C)cn23)o1 | 94 | 98 | 112 | 99 | 99 | 100 | 93 | 105 | 98
NC(=O)c1c(NC(=O)c2ccc(F)cc2F)sc2c1CCC(=O)C2 | 16 | 89 | 101 | 17 | 60 | 59 | 16 | 67 | 19
C[C@H]1c2[nH]c3ccccc3c2C[C@H]2C(=O)N(CCCCCCC(=O)NO)CC(=O)N21 | 78 | 114 | 95 | 84 | 87 | 85 | 73 | 82 | 81
Cc1nnc(NS(=O)(=O)c2ccc(N=Nc3c(N)nc(N)[nH]c3=O)cc2)s1 | 94 | 110 | 105 | 108 | 106 | 101 | 100 | 91 | 102
CC1=C(c2cc(-c3ccccc3O)[nH]c(=S)n2)C(c2ccccc2)NC(=S)N1 (centres undefined) | 86 | 110 | 105 | 101 | 106 | 89 | 100 | 64 | 94
Cc1cc2c3c(c1)c(=O)cc(-c1ccccc1)n3C(C)C2 (centres undefined) | 102 | 112 | 106 | 107 | 106 | 106 | 109 | 106 | 105
COc1cccc(C=O)c1OC(C)=O | 110 | 111 | 120 | 109 | 106 | 100 | 108 | 105 | 107
CCN(CC)CCSc1nc2ccccc2s1 | 98 | 88 | 112 | 107 | 105 | 113 | 109 | 104 | 115
Nc1ccc(F)c(F)c1 | 91 | 142 | 114 | 112 | 108 | 97 | 100 | 71 | 107
Nc1cc(N)nc(CS)n1 | 94 | 93 | 118 | 105 | 104 | 98 | 105 | 100 | 101
CCCCCC[n+]1cccc(C(N)=O)c1 | 80 | 96 | 108 | 102 | 98 | 96 | 100 | 102 | 106
CNC(=O)C1(c2ccccc2)CCCCC1 | 100 | 99 | 126 | 116 | 109 | 108 | 106 | 93 | 115
O=C(/C=C/c1ccccc1Br)c1cccc(OCCCOc2cccc(C(=O)/C=C/c3ccccc3Br)c2)c1 | 99 | 112 | 111 | 109 | 108 | 93 | 97 | 95 | 98

Part of the list above in order of number of heavy atoms, descending:
SMILES | PC-3 | HCC-2998 | DU-145 | KM12 | HT29 | SNB-19 | SF-539 | SNB-75 | SW-620
O=C(/C=C/c1ccccc1Br)c1cccc(OCCCOc2cccc(C(=O)/C=C/c3ccccc3Br)c2)c1 | 99 | 112 | 111 | 109 | 108 | 93 | 97 | 95 | 98
C[C@H]1c2[nH]c3ccccc3c2C[C@H]2C(=O)N(CCCCCCC(=O)NO)CC(=O)N21 | 78 | 114 | 95 | 84 | 87 | 85 | 73 | 82 | 81
Cc1nnc(NS(=O)(=O)c2ccc(N=Nc3c(N)nc(N)[nH]c3=O)cc2)s1 | 94 | 110 | 105 | 108 | 106 | 101 | 100 | 91 | 102
NC(=O)c1c(NC(=O)c2ccc(F)cc2F)sc2c1CCC(=O)C2 | 16 | 89 | 101 | 17 | 60 | 59 | 16 | 67 | 19
CCN(CC)CCSc1nc2ccccc2s1 | 98 | 88 | 112 | 107 | 105 | 113 | 109 | 104 | 115
CNC(=O)C1(c2ccccc2)CCCCC1 | 100 | 99 | 126 | 116 | 109 | 108 | 106 | 93 | 115
CCCCCC[n+]1cccc(C(N)=O)c1 | 80 | 96 | 108 | 102 | 98 | 96 | 100 | 102 | 106
COc1cccc(C=O)c1OC(C)=O | 110 | 111 | 120 | 109 | 106 | 100 | 108 | 105 | 107
Nc1cc(N)nc(CS)n1 | 94 | 93 | 118 | 105 | 104 | 98 | 105 | 100 | 101

Going on with the list:
SMILES | PC-3 | HCC-2998 | DU-145 | KM12 | HT29 | SNB-19 | SF-539 | SNB-75 | SW-620
COc1ccc(/C(C)=C(\c2ccc(Cl)cc2)c2ccc(OCCN(C)C)cc2)cc1F | 51 | 25 | 80 | 34 | 8.3* | 80 | 55 | 75 | 55
NC1(C(=O)N[C@@H](CCO)c2ccc(Cl)cc2)CCN(c2ncnc3[nH]ccc23)CC1 | 50 | 47 | 57 | 5.8* | 24 | 43 | -54* | -47* | 63
COc1ccc(C2=C(Nc3ccc(C(=O)Nc4ccccc4)cc3)C(=O)N(C)C2=O)cc1 | 81 | 98 | 98 | 92 | 84 | 95 | 98 | 89 | 106
N=C1CC(=O)NN1C(=O)c1cnc2n(c1=O)CCCCC2 | 106 | 120 | 110 | 101 | 108 | 102 | 107 | 89 | 106
CCOC(=O)c1c2c(c3ccc4c5ccccc5ccc4n13)C(=O)c1ccccc1C2=O | 89 | 114 | 121 | 107 | 127 | 103 | 102 | 102 | 109
O=C(NC1CCOCC1)c1ccc2c(c1)CN(c1ncc(Cc3cccc(-n4cccn4)c3)s1)CC2 | 59 | 77 | 88 | 85 | 73 | 96 | 64 | 91 | 107
COc1ccc(-c2cnc(-c3ccncc3-c3cccc(OC)c3)o2)cc1 | 17 | 17 | 1.0* | -29* | -37* | 26 | -0.1* | 41 | 22
C=CCN1CC(=O)N(/N=C2\C(=O)Nc3ccccc32)C1=S | 95 | 100 | 95 | 82 | 99 | 91 | 93 | 78 | 92
COc1ccc(-c2cc(-c3cc(C(=O)c4ccccc4)n4ccc(C)cc34)nc(N)c2C#N)cc1 | 63 | 81 | 78 | 85 | 75 | 45 | 7.5* | 92 | 79
C[C@]12C=CC(=O)C=C1CC[C@@H]1[C@@H]2[C@@H](O)C[C@@]2(C)[C@H]1CC[C@]2(O)C(=O)COC(=O)CCC(=O)O | 101 | nt | 108 | 101 | 102 | 106 | 91 | 89 | 109
C[C@]12C=CC(=O)C=C1CCC1C3C[C@@H](O)[C@](O)(C(=O)CO)[C@@]3(C)C[C@H](O)[C@@]12F (some centres undefined) | 103 | 106 | 118 | 112 | 104 | 102 | nt | 122 | 103
CCOC(=O)C(C(=O)OCC)C(=O)C(C)C | 93 | 108 | 105 | 101 | 113 | 102 | 84 | 94 | 101
CC(=O)Nc1c([N+](=O)[O-])cc2c3c(cccc13)CC2 | 98&91 | 104&97 | 103&108 | 103&103 | 103&106 | 93&97 | 96&122 | 57&91 | 105
CCOC(=O)C1=C(N)Oc2n[nH]c(C)c2C1c1cc(=O)oc2ccc(Cl)cc12 (centres undefined) | 97 | 121 | 106 | 104 | 113 | 103 | 100 | 106 | 108
N#CSc1c[nH]c2cccc(/C=C/C(=O)/C=C(O)/C=C/c3cccc4[nH]cc(SC#N)c34)c12 | -53* | -58* | -79* | -17* | -63* | -81* | -69* | -23* | -43*
CC(O)CC1CCCC(CC(C)O)N1 (centres undefined) | 101 | 105 | 111 | 106 | 101 | 113 | 91 | 83 | 105
[N-]=[N+]=C1C(=O)NC(=O)N2C3CC(O)C(COC12)O3 (centres undefined) | 95 | 100 | 109 | 103 | 109 | 116 | 108 | 111 | 106
CC(C)CCOc1ccc(NC(=S)Nc2ccc(OCCC(C)C)cc2)cc1 | 95 | 112 | 105 | 120 | 97 | 103 | 96 | 96 | 95
NC(=S)N/N=C/c1ccc2c(n1)C(=O)C(Br)=C(c1ccccc1)C2=O | 101 | 105 | 109 | 103 | 111 | 105 | 99 | 77 | 102
CCOC(=O)C1C(=O)C(=O)N(C2CCCCC2)C1C(=O)OCC (centres undefined) | 100 | 105 | 116 | 108 | 106 | 105 | 108 | 89 | 101
COc1ccc2[nH]cc(-c3nnc(N)nc3-c3c[nH]c4ncc(Br)cc34)c2c1 | 110 | 110 | 93 | 91 | 97 | 91 | 71 | 93 | 89
c1csc([C@@H](CC2CCCCC2)c2ccc3ccccc3c2)c1 | 100 | 98 | 111 | 102 | 99 | 109 | 100 | 78 | 111
C#CCOc1ccc(C=O)cc1 | 100 | 102 | 108 | 106 | 101 | 107 | 100 | 91 | 109
[O-]c1on[n+]2c1Cc1ccccc1C2 | 97 | 107 | 110 | 102 | 116 | 109 | 95 | 92 | 101
CCc1ccc(/C=C2\Oc3cc(C)c(Cl)c(C)c3C2=O)cc1 | 93 | 111 | 98 | 84 | 98 | 87 | 93 | 67 | 85
COC(C)CCOC(=O)COc1ccccc1 (centres undefined) | 93 | 111 | 107 | 100 | 101 | 104 | 110 | 107 | 97
COc1ccc(/C=C2\C=C(c3ccc(Cl)c(Cl)c3)NC2=O)cc1 | 89 | 107 | 112 | 101 | 116 | 99 | 91 | 91 | 101
CC(C)c1ccc(NC(=O)Nc2ccc(NC(=O)c3ccccc3N)cc2)cc1 | 48 | 23 | 79 | 30 | 26 | 56 | 30 | 26 | 54
C#CCN1C(=O)c2cccc3c(-c4ccc(-c5nc6c7ccccc7c7ccccc7c6[nH]5)cc4)ccc(c23)C1=O | 78 | 96 | 93 | 84 | 103 | 96 | 94 | 100 | 99
CCN(CC)CC(=O)Nc1ccc2ncnc(Nc3ccc(Oc4cccc(F)c4)c(Cl)c3)c2c1 | 45 | 53 | 57 | 51 | 14 | 72 | 84 | 66 | 68
COc1ccc(C2=NN(C=O)C(c3cn(-c4ccccc4)nc3-c3ccc(Cl)cc3)C2)cc1 (centres undefined) | 96 | 105 | 99 | 96 | 90 | 83 | 88 | 105 | 85
COc1ccc(C(=O)C[n+]2cccc(C)c2)cc1 | 105 | 112 | 111 | 111 | 84 | 109 | 117 | 108 | 103
Cc1ccc(-c2cc(C(F)(F)F)nn2-c2ccc(S(N)(=O)=O)cc2)cc1 | 72 | 92 | 93 | 82 | 83 | 95 | 102 | 90 | 100
c1ccc(CNn2nnc3ccccc32)cc1 | 96 | 104 | 104 | 102 | 93 | 107 | 102 | 105 | 105
CCCSc1nnc(Nc2cccc(C)c2)s1 | 102 | 105 | 110 | 96 | 91 | 100 | 107 | 107 | 99
COc1ccc(/C=N/N=C(N)N)cc1 | 87 | 90 | 111 | 91 | 107 | 102 | 109 | 90 | 97
Cc1ccc2[nH]c(=O)c(C3CNC(=O)c4ccccc4N3)cc2c1 (centres undefined) | 98 | 107 | 106 | 102 | 104 | 99 | 96 | 97 | 106
C/C=C/CCCCCCCCCC1CC(=O)OC1=O (centres undefined) | 96 | 99 | 122 | 98 | 116 | 100 | 105 | 76 | 103
CCNC(=O)c1[nH]cc(-c2ccccc2)c1-c1ccccc1O | 99 | 110 | 107 | 109 | 101 | 108 | 95 | 102 | 102
Cc1cccc(CN(C)C)c1CC(O)(c1ccccc1)c1ccccc1 | 83 | 100 | 110 | 107 | 94 | 93 | 99 | 72 | 99
ClC(Cl)(Cl)C1=NCc2nnn(Cc3ccccc3)c2N1 | 83 | 114 | 113 | 116 | 106 | 90 | 86 | 93 | 95
Cc1cnc(SCc2ccc(Cl)cc2)nc1N(Cc1ccccc1)Cc1ccccc1 | 87 | 95 | 118 | 102 | 81 | 105 | 118 | 92 | 99

The order is random. Share with any hit: about 11%.
